Screening results deposited in PubChem by National Center for Advancing Translational Sciences (NCATS).
BAZ2B block: BAZ2B (human) inhibition. Q9UIF8. AlphaScreen BAZ2B-H3K14Ac peptide displacement. Potency, µM (top dose mostly 114 µM), for the others: top-dose activity change, negative = inhibition, hits mostly inhibitors. 360,000 tested, 4.4% active. AID 504333; note: potency is the fitted concentration of half-maximal effect; % is set by controls: 0 for no effect and ±100 for the full control effect; nearly all actives have a fitted effect of over 60% in size
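Multi-concentration screen (max 110 uM) measuring displacement of acetylated histone H3 peptide from BAZ2B by AlphaScreen, using 50 nM protein, 50 nM peptide and 10 ug/mL streptavidin donor plus Ni-chelate acceptor beads.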
G9a block: inhibitors of human histone lysine methyltransferase G9a | G9a H3K9 monomethylation, AlphaScreen, 2 h | Potency, µM (top dose mostly 102 µM), inactives show at the top dose activity, negative = inhibition, actives largely listed as inhibitors | Q96KQ7 | 350,000 tested, 8.8% active; note: potency is the fitted concentration of half-maximal effect; % is set by controls: 0 for no effect and ±100 for the full control effect; nearly all actives have a fitted effect of over 75% in size
Target sequence (Q96KQ7 913-1193 limits assumed): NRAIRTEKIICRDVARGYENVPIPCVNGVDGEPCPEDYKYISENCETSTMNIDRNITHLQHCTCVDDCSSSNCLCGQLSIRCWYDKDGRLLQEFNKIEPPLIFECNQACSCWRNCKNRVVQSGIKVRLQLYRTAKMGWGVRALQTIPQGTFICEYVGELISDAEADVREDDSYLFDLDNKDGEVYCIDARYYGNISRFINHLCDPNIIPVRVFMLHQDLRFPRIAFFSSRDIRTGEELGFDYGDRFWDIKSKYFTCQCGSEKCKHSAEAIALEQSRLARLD
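G9a (20 nM) was preincubated 15 min with compound, then reacted 2 h at room temperature with 500 nM biotin-H3K9 peptide and 20 µM SAM. Monomethyl-H3K9 detected by AlphaScreen using anti-H3K9me1 antibody.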
GLS inh: glutaminase GLS (human) inhibition | O94925 | GLS enzymatic activity, qHTS titration | Potency, µM (top dose mostly 45.5 µM), for the others: top-dose activity change, negative = inhibition, hits mostly inhibitors | 410,000 tested, 0.21% active | AID 624170; note: potency is the fitted concentration of half-maximal effect; % is set by controls: 0 for no effect and ±100 for the full control effect
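Enzyme dispensed in phosphate buffer (45 mM, pH 8.2, 0.02% Tween-20), compounds pinned in, then 1 mM L-glutamine solution and the glutamate oxidase–HRP–Amplex Red mix added; fluorescence read immediately and again after 30 min at room temperature.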
Tb PGK inh: inhibitors of T. brucei phosphoglycerate kinase. PGK/GAPDH coupled, Kinase-Glo luminescence, 60 min. 380,000 tested, 0.043% active. AID 602233. Potency, µM (doses to about 57.5 µM), for the others: at the top dose activity change, negative = inhibition, actives largely listed as inhibitors; note: potency is the fitted concentration of half-maximal effect; % is set by controls: 0 for no effect and ±100 for the full control effect; nearly all actives have a fitted effect of over 60% in size
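Luminescent ATP detection (Kinase-Glo Plus) follows a 60-minute room-temperature incubation, with wells lacking PGK as controls. Buffer: 100 mM TEA (pH 7.6), 5 mM MgCl2, 0.01% Tween-20. Coupling enzyme GAPDH (100 nM final) supplies unstable 1,3-BPG in-well.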
Pin1 inhibitor: human Pin1 inhibition; Pin1 FP peptide displacement, HiFluor488, 10 min; Potency, µM (doses to about 115 µM), for the others: at the highest dose activity, negative = inhibition, most hits filed as inhibitors; AID 504891; 390,000 tested, 0.009% active; Q13526; active = well fitted inhibition curve with a large enough effect in the polarisation, with a control signal flat, not every such curve was filed as active; inconclusive = small, poorly fitted or top-dose-only effect, or effect the other way, or a change in a side signal; inactive = no such curve, though single readings can be large or run the other way; the % refers to the polarisation; note: potency is the fitted concentration of half-maximal effect; % is set by controls: 0 for no effect and ±100 for the full control effect
JMJD2A Tudor inh: JMJD2A Tudor domain (human) inhibition; 390,000 tested, 4.4% active; O75164; AID 504339; Potency, µM (highest dose often 114 µM), for the others: top-dose activity change, negative = inhibition, usual class: inhibitors; AlphaScreen JMJD2A-Tudor / H3K4me3 peptide binding; note: potency is the fitted concentration of half-maximal effect; % is set by controls: 0 for no effect and ±100 for the full control effect; nearly all actives have a fitted effect of over 50% in size
PI4K2A inh: inhibitors of human PI4K2A; Q9BTU6; purified PI4K2A, ADP-Glo luminescence, 1 h; hits give low values; AID 1346378; activity change, negative = inhibition, % at 76.9 µM; 420,000 tested, 0.13% active; in the data active = activity change below about -50%; inconclusive = mostly about -30% to -49%;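 note: -100% = wells without enzyme as full effect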
Target sequence (Q9BTU6 whole entry, looked up): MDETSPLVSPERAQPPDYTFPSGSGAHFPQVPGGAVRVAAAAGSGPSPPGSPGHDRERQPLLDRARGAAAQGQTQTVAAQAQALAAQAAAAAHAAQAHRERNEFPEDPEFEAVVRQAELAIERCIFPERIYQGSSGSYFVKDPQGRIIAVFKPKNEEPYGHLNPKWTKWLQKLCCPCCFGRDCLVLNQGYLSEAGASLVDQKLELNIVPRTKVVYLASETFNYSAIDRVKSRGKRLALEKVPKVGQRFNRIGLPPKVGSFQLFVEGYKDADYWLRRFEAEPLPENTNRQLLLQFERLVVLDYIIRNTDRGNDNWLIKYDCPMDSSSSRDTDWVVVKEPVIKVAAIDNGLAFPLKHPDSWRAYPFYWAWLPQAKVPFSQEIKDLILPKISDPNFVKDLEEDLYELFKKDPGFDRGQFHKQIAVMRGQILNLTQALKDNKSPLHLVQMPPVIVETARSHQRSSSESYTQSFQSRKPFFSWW
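In this quantitative HTS, ADP production by PI4K2A was quantified luminescently after 1 h at ambient temperature; 100 microM adenosine served as plate-quality control.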
HP1b binding inh: blocks HP1-beta chromodomain binding to methylated histone tails | 390,000 tested, 0.56% active | Potency, µM (series often up to 114 µM), for the others: at the highest dose activity change, negative = inhibition, usual class: inhibitors | AlphaScreen HP1-beta / biotin-H3K9me3 peptide binding; note: potency is the fitted concentration of half-maximal effect; nearly all actives have a fitted effect of over 70% in size; inactives centre near 23
Target sequence (P83916 whole entry, looked up): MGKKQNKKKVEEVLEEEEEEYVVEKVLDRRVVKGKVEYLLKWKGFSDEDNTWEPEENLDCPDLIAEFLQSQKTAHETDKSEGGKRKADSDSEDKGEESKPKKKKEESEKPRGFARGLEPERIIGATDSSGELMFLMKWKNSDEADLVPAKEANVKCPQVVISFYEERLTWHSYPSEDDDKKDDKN
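HP1-beta protein (50 nM final) preincubated 30 min at room temperature with biotinylated H3(1-18)K9me3 peptide (50 nM) in PBS pH 7.4, 0.01% Tween-20, then compound added for 30 min. AlphaScreen streptavidin donor/nickel chelate acceptor beads (10 ug/mL final), 30 min dark, luminescence read.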
ERG Ets-DNA blk: ERG Ets/DNA interaction inhibition; P11308; fluorescence polarization, His-ERG Ets domain / labelled DNA; Potency, µM (highest dose often 76.9 µM), inactives show at the highest dose FP activity, negative = inhibition, usual class: inhibitors; 370,000 tested, 0.028% active; AID 624246; active = well fitted inhibition curve with a large enough effect in the polarisation, with a control signal flat; inconclusive = small, poorly fitted or top-dose-only effect, or effect the other way, or a change in a side signal; inactive = no such curve, though single readings can be large or run the other way; the % refers to the polarisation;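 note: polarization taken with two DNA probes labelled with fluorescein and Texas red; potency is the fitted concentration of half-maximal effect; % of control where 0% means no effect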
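His-tagged ERG Ets domain (1 uM in the protein solution; 300mM KCl, 50mM Tris-HCl, 1mM EDTA, 1mM DTT, pH 7.5) received compound, then a probe mix of 5 nM fluorescein-DNA and 100nM Texas-615-DNA. Fluorescence polarization was read for both dyes.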
Active calls of the source: *; i = inactive; ? = inconclusive; · = no result given; [ ] = dose if it differs, or a comment. Unless noted, calls come from the whole dose curve; as a rule, active = well fitted curve in the direction sought with a large enough effect; inconclusive = small, poorly fitted or top-dose-only effect, or another doubt; inactive = no such curve, though single readings can be large; an effect the other way counts as inactive or inconclusive.

Below each compound: BAZ2B block, G9a block, GLS inh, Tb PGK inh, Pin1 inhibitor, JMJD2A Tudor inh, PI4K2A inh, HP1b binding inh, ERG Ets-DNA blk
1	Cc1cccc(N(C(=O)c2csnn2)C(C(=O)NCc2ccccc2)c2cccs2)c1 (stereo unspecified)
    -2%, -2%, 2%, 0%, -8%, -8%, -1, 13%, -4%
2	Cn1c(N)c(C(=O)COC(=O)c2ccc(Cl)c(S(=O)(=O)N3CCCC3)c2)c(=O)n(C)c1=O
    -26%, -42%[59 µM], -7%, -1%, 2%, -2%, -1, 23%, 4%
3	Cn1c(N)c(C(=O)COC(=O)/C=C/c2ccc(Cl)cc2Cl)c(=O)n(C)c1=O
    ·, ·, 6%, -6%, 1%, -12%, -5, -7%, 15%
4	O=C(NCc1ccccc1F)C1CCN(C(=O)NCc2ccccc2)CC1
    -5%, 1%, 3%, -7%, 6%, -4%[57.1 µM], 5, 8%, -5%
5	CCOC(=O)C(C)NC(=O)c1cn(-c2ccc(OC)cc2)c(=O)c2ccccc12 (stereo unspecified)
    13%, 13%, 3%, -9%, -6%, 9%, 2, 31%, 8%
6	CCC(C(=O)OC(C)C)c1ccc2ccccc2c1 (stereo unspecified)
    67%[activator], 6%[0.501 µM], 2%, -10%, -7%, 46%[activator], -3, 102%[activator], 9%
7	COc1ccc(CCNC(=O)c2cccc(-n3cnc4cccnc43)c2C)cc1OC
    -8%, -29%[59 µM], -6%, 5%, 14%, -7%, 0, 27%, 6%
8	Cc1ccc(C(=O)N2CCN(S(=O)(=O)c3ccccc3C#N)CC2)cc1S(=O)(=O)N1CCOCC1
    1%, 5%[59 µM], -1%, 0%, -2%, -8%, -4, 33%, -1%
9	Cc1nc(SCc2ccc([N+](=O)[O-])cc2)nc2ccccc12
    -5%, -9%[59 µM], -1%, -4%, 2%, -21%, 4, 4%, -1%
10	O=C(NCC(c1ccc2c(c1)OCO2)N1CCOCC1)c1ccccc1 (stereo unspecified)
    42%[activator], 13%[59 µM], 1%, -4%, 1%, -9%, -3, 55%[activator][57 µM], -3%
11	COc1ccc(-c2nc(N)ncc2-c2csc(C)n2)c(O)c1OC
    ·, -8%, 0%, -10%, 54%[activator], -15%, -3, 33%, 5%
12	COc1ccccc1Cc1nnnn1CC(=O)O
    11%, 16%[59 µM], 0%, -10%, -10%, -24%, 4, 13%, -1%
13	CCC(C)(C)NC(=O)CN(C(=O)c1csnn1)c1ccccc1-c1ccccc1
    17%, ·, 10%, -3%, -5%, ?, 0, -13%, 2%
14	COc1ccc(CCN(C(=O)c2snc(C(N)=O)c2N)C(C(=O)NCC2CCCO2)c2ccc(F)cc2)cc1OC (stereo unspecified)
    -12%, 19%, -13%, i, 1%, -4%, -2, 57%[activator], -1%
15	COCCNC(=O)CN(C)S(=O)(=O)c1ccc(Br)cc1
    -2%, -3%, 3%, -3%, -8%, -7%, -3, 15%, -1%
16	CCCCc1nc2cc(C(=O)N3CCCCC3C(=O)OC)ccc2o1 (stereo unspecified)
    -2%, 17%, 29%, 5%, -8%, 22µM*, 0, 11%, -11%
17	O=C(c1ccc(Cl)cc1)N1CCN(c2ncccn2)CC1
    -7%, 25%, -5%, -5%, -2%, -19%, -5, 28%, 0%
18	O=C(Nc1cccc(Cl)c1)c1ccc(F)c(S(=O)(=O)NCc2ccc3c(c2)OCO3)c1
    -25%, -21%, -5%, ?, 11%, -23%[57.1 µM], -9, -25%, 8%
19	Cc1cc(S(=O)(=O)N(C)CCc2ccccc2)ccc1-n1cnnn1
    0%, 4%, -1%, i, -12%, 6%, 0, 26%, -16%
20	CCn1cc(CNCc2cn(-c3ccccc3C)nc2-c2ccc(OC)c(F)c2)cn1
    -7%, -8%, 5%, 2%, -1%, ?, -2, 14%, 1%
21	S=c1[nH]nc(COc2ccc3c(c2)OCO3)n1-c1ccccc1
    -34%, 0.71µM*, -1%, -4%, 1%, 40µM*, 11, 3%, -1%
22	c1ccc2oc(-c3[nH]ncc3CN3CCC(N4CCSCC4)CC3)cc2c1
    5%, ?, 15%, 1%, 0%, -24%, -1, 26%, 5%
23	O=C(Nc1ccc(CN2CCCCC2)cc1)Nc1ccccc1Cl
    -30%, ?, 10%, -2%, 4%, -24%, 0, 19%, 4%
24	COc1ccccc1Oc1cc(F)nc(N)n1
    -2%, -4%[59 µM], 6%, -2%, 0%, 2%, 0, 35%, 10%
25	CC(C)=CC(=O)N1CCC(N2CCC(C(=O)NCC3CCCO3)CC2)CC1 (stereo unspecified)
    -5%, ·, 6%, 4%, ?, -3%, 2, 0%[57 µM], 6%
26	COc1ccccc1Cn1c(=S)[nH]c2cc(C(=O)NCC3CCCO3)ccc2c1=O (stereo unspecified)
    3%, -9%, 51%[activator], -6%, 27%, -9%, -7, 13%, -6%
27	COC(=O)c1c(C(=O)OC)c2n(c1C)CCC2
    -5%, ?, -1%, 0%, 6%, -7%, -5, 10%, -4%
28	CCc1onc(C)c1C(=O)Nc1cc(C)ccc1OC
    18%, -1%[59 µM], 0%, -9%, -3%, 11%, 0, 37%, -5%
29	Cc1nnc(Nc2ccc3c(c2)ncn3C)c2ccccc12
    0%, -2%, 16%, -8%, 0%, 3%, 1, 10%, 9%
30	CCC[C@@H]1C[C@@H](C(=O)NC(C(C)Cl)[C@H]2O[C@H](SC)[C@H](O)[C@@H](O)[C@H]2O)N(C)C1 (stereo partly specified)
    0%, 16%[12.7 µM], 6%, -2%, -2%, -4%, -4, 31%, 23%
31	COc1ccc2oc(=O)c(C(=O)Nc3ccccc3-c3ccccc3)cc2c1
    12%, -22%[12.7 µM], -13%, -10%, -4%, -4%, -14, 23%, -6%
32	CCCCOc1ccc(/C=C/C(=O)N(CC)CC(=O)Nc2ccc3c(c2)OCCO3)cc1OC
    -39%, -41%, 11%, -2%, -4%, ?, 1, -15%, -2%
33	CCOc1c(C)cnc2c1c(=O)n(Cc1ccc(Cl)cc1)c(=O)n2C
    4%[57.1 µM], 12%, -5%, -9%, ?, 3%, -25, 57%, 0%
34	COC1(C)CC2C(CC1OC(=O)c1cc([N+](=O)[O-])cc([N+](=O)[O-])c1)C2(C)C (stereo unspecified)
    7.1µM*, 13µM*, 0%, -1%, 9%, 25µM*, 3, ?, 5%
35	O=C(Oc1cccc2ccccc12)c1cc(Cl)nc2ccccc12
    -28%, 0%[59 µM], 1%, -9%, 6%, -1%, 1, 21%[57 µM], -6%
36	Cn1c(CCc2ccccc2)nnc1SCC(=O)N1CCCC1
    7%, -21%[59 µM], 3%, -3%, -14%, 9%, -1, 33%, -1%
37	O=S(=O)(c1ccccc1)C1(C2CC(c3ccccc3)=NO2)CC(O)C1 (stereo unspecified)
    -6%, ·, -3%, 4%, 4%, -7%, 0, 44%[activator], -6%
38	CCCc1cnc(N2CCN(S(C)(=O)=O)CC2)nc1
    -2%, 0%, 0%, -10%, -6%, -16%, 2, 23%, 3%
39	COc1c(C)cc(C(=O)C2CCCN(C(=O)CCCn3cncn3)C2)cc1C (stereo unspecified)
    -6%, -1%[59 µM], 1%, -1%, -7%, -17%, 0, 48%, -27%
40	NS(=O)(=O)c1ccc(CCNC(=O)c2ccc3c(c2)OCCO3)cc1
    20%, -33%, -14%, i, 2%, -6%, 5, 44%[activator], -1%
41	O=C1CCC([N+](=O)[O-])C(c2ccc(C(F)(F)F)cc2)N1 (stereo unspecified)
    ·, ·, -12%, -3%, -2%, 1%, -1, 34%[activator], 2%
42	COc1ccccc1NC(=O)N1CCN(Cc2nc3ccc(C)cc3o2)CC1
    -7%, ?, 5%, 9%, -7%, 0%, -3, 28%, -3%
43	Cc1ccc(-c2ccc(/C=C3\C(=O)ON=C3c3ccccc3)o2)c([N+](=O)[O-])c1
    10µM*, 27%[0.501 µM], 56%[activator], -6%, ·, 22µM*, -18, -55%, 4%
44	CC(C)Oc1ccc(Cc2cnc(N)nc2N)cc1
    -4%, 16%[12.7 µM], 2%, -11%, -7%, -5%, 0, 33%, -12%
45	COc1ccc(C(=O)Nc2cc(C)c(NC(=O)c3ccccn3)cn2)cc1
    -21%, 45µM*, 0%, -1%, 3%, -12%, 7, 37%, 1%
46	Cc1cc(C2=NNC(=NC3CC3)SC2)c(C)n1Cc1ccco1
    ?, 25µM*, 3%, -2%, 10%, ?, -10, -21%, 0%
47	O=C(Nc1cccc(Cl)c1N1CCCC1)c1cc2ccccc2o1
    22%, -38%[12.7 µM], -8%, -11%, 0%, 49%[activator], 2, 94%, -20%
48	O=C(COc1ccccc1)Nc1ccc(CN2CCCCC2)cc1
    1%, -4%, -10%, -3%, -10%, -7%, -1, 21%, 16%
49	CCOc1ccc(N=C2NN=C(c3cc(C)n(CC4CCCO4)c3C)CS2)cc1 (stereo unspecified)
    71µM*, 16µM*, ?, 1%, 0%, ?, -10, ?, -10%
50	O=C(O)c1cc(N/C(=N\S(=O)(=O)c2ccc(F)cc2)c2ccccc2)ccc1O
    -17%, ?, 45%[activator], i, -8%, -14%, -5, 21%, -6%
51	CCCn1nnc(NC(=S)NC(=O)/C=C/c2ccco2)n1
    -29%, 22µM*, 1%, -4%, ?, 28µM*, -5, -15%, 15%
52	CCCN(CCC)S(=O)(=O)c1ccc(C(=O)NCc2ccco2)cc1
    -25%, ?, -14%, 0%, 5%, -12%, 2, 6%, -5%
53	COc1cc(/C=N/Nc2nc(C)cc(=O)[nH]2)cc(OC)c1O
    -3%, 28µM*, 36%[activator], 9%, ?, -18%, 1, 34%, 20%
